Compound activity as filed in PubChem BioAssay.
Siah-1 displacement – Siah-1 peptide-binding antagonists, primary screen, biochemical, fluorescence polarization, rhodamine-plectin, uHTS (AID 1817); Siah-1 / rhodamine-plectin peptide fluorescence polarization; higher % means a stronger effect; displacement, % at 20 µM; hits with a dose series show IC50 in µM; hit rate 0.02% among 290,000;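 active = displacement of at least 50% at 20 µM, with a fluorescence ratio check between 0.3 and a set limit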;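 note: plate controls were Siah plus tracer with DMSO for no effect and tracer alone without Siah for full effect; strong numbers were not always called active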
LYP phosphatase – inhibitors of LYP phosphatase, biochemical, fluorescence intensity, uHTS (AID 1779); recombinant LYP phosphatase, fluorescence intensity; higher % means a stronger effect; inhibition, % at 11.5 µM; hits with a dose series show IC50 in µM; hit rate 0.054% among 290,000;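 note: plate controls were vehicle with enzyme for no effect and no enzyme for full effect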
KOR beta-arrestin-1 – KOR agonists, beta-arrestin recruitment, primary screen, cell-based, luminescence, uHTS (AID 1777). KOR beta-arrestin recruitment, luminescence; higher % means a stronger effect. activation, % at 10 µM; hits with a dose series show EC50 in µM. hit rate 0.02% among 280,000; in the data active = activation above about 50%, passing the limit was not always enough; note: a part of the inactive calls stands beside numbers as strong as those of hits
Salmonella PhoP GFP – PhoP-dependent GFP reporter repression – Salmonella Typhimurium, primary screen (AID 1863); inhibition, % at 50 µM, or IC50 in µM where a hit was titrated; S. Typhimurium PhoP-regulated promoter GFP reporter, 4 h; higher % means a stronger effect; hit rate 0.16% among 300,000;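 active = inhibition over 29.93%, a cutoff 3 SD above the screen mean, later confirmed by dose response; inconclusive = inhibition over 29.93% but no dose response follow-up; inactive = inhibition at most 29.93% or unconfirmed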;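 note: 0% = low Mg2+ inducing control and 100% = high Mg2+ repressing control; strong numbers were not always called active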
HEK293 NOD2/NF-kB – NOD2 signaling inhibitors, cell-based, luminescence, uHTS, HEK293 (AID 1566). HEK293 NOD2/NF-kB luciferase reporter, luminescence; higher % means a stronger effect. one-dose inhibition, % at 4 µM; EC50 in µM for titrated hits. hit rate 0.63% among 290,000; note: many of its hits are not listed in these tables
Myeloid diff MLP – promotes myeloid progenitor differentiation; calls only at 10 µM; hit rate 1% among 360,000; AID 624256; ER-HoxA9 myeloid progenitors, lysozyme-GFP differentiation, flow cytometry;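 active = normalized GFP-positive differentiation at or above the plate's own cutoff, the solvent-only control mean plus 3 SD; inconclusive = no clear call, values can overlap the other calls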;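 note: cells exposed to compound for four days before flow analysis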
NOD1 NF-kB reporter – inhibition of NOD1-driven NF-kB reporter – cell-based, luminescence, uHTS, primary screen (AID 1578) | NOD1-driven NF-kB luciferase reporter cells, luminescence; higher % means a stronger effect | inhibition, % at 4 µM, or EC50 in µM where a hit was titrated | hit rate 1% among 290,000; in the data active = inhibition mostly above about 36%, no sharp cut-off; inactive = mostly below about 34%;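 note: HEK-293T reporter cells stimulated with the NOD1 agonist gamma-tri-DAP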
KOR beta-arrestin-2 – kappa opioid receptor blockers – cell-based, luminescence, uHTS (AID 1778); KOR beta-arrestin recruitment, luminescence, antagonist mode; higher % means a stronger effect; one-dose inhibition, % at 10 µM; IC50 in µM for titrated hits; hit rate 0.091% among 290,000; note: strong numbers were not always called active
HIV peptide binding – inhibitors of HIV fusion peptide binding, primary screen, biochemical, uHTS, fluorescence dequenching (AID 1986); inhibition, % at 20 µM; hits with a dose series show IC50 in µM; hit rate 0.3% among 290,000; cell-free peptide binding, fluorescence dequenching, 30 min; higher % means a stronger effect; in the data active = inhibition mostly above about 52%, no sharp cut-off; inactive = mostly below about 76%; note: some results filed as inactive read as strong as hits
Myeloid diff MLP GFP+ MAC1+ % – also measured in Myeloid diff MLP; calls as there; GFP+ MAC1+ double positive, %; measured here: differentiation confirmed by MAC1 staining
An asterisk follows results filed as active; i = inactive; u = inconclusive; x = not tested or not shown; + = active, no number; [ ] = another dose, or the depositor's remark. Cut-off read from the data, not from the text of the source, unless noted: active = inhibition above about 50%; inactive = the rest. An excerpt (hit frequency here may not be typical).

SMILES	Siah-1 displacement	LYP phosphatase	KOR beta-arrestin-1	Salmonella PhoP GFP	HEK293 NOD2/NF-kB	Myeloid diff MLP	Myeloid diff MLP GFP+ MAC1+ %	NOD1 NF-kB reporter	KOR beta-arrestin-2	HIV peptide binding
CCOC(=O)C1CCCN(C(=O)c2ccc3c(c2)N(C)C(=O)/C(=C/c2ccccc2Cl)S3)C1 (stereo not given)	-3.5%	-4.5%	9.1%	-6.1%	30.9%	i	4.9	21.9%	-81.2%	0.3%
O=C(Nc1ccccc1C(=O)NC(Cc1ccc(O)cc1)C(=O)O)c1ccccc1 (stereo not given)	1.4%	0.6%	0.1%	8.6%	-11.6%	i	0.2	-15.3%	8.6%[20 µM]	3.6%
Cc1cc(NC(=O)c2c(Br)cnn2C)no1	-1.6%	-10.7%	-0.7%	x	-8.5%	x	x	-34.9%	-29.6%	0.0%
COc1ccc(S(=O)(=O)NCc2ccccc2)cc1	-4.4%	-9.6%	-0.4%	-3.9%	4.5%	i	0.2	9.2%	2.5%	-2.6%
O=C(CCNc1n[nH]c(=O)[nH]c1=O)N1CCOCC1	0.4%	-4.9%	-4.1%	-1.4%	0.4%	i	0.5	9.9%	-4.6%	1.4%
CCOc1ccc(C(=O)NCC(=O)N2CCN(c3ccccc3O)CC2)cc1	0.6%	1.9%	3.6%	-5.5%	-3.6%	i	5.3	-28.8%	-1.5%	0.3%
Cn1c(=O)[nH]c(=O)c2c1nc(SCC(O)CCl)n2Cc1ccccc1 (stereo not given)	-2.6%	1.0%	-2.6%	-10.2%	16.7%	i	0.0	-27.5%	22.6%	1.5%
COc1cc(C)c(C(=O)CSc2nnc(CNC(=O)c3ccco3)n2C)cc1C	-2.1%	-13.0%	-0.9%	0.2%	-25.4%	i	0.4	16.4%	-22.4%	-2.8%
COc1ccc(-c2cn3cc(Br)cnc3n2)cc1	-0.1%	3.4%	-1.5%	-1.4%	-103.0%	i	0.6	-42.0%	-26.8%[20 µM]	0.5%
O=S(=O)(N/N=C/c1ccc(Cl)cc1)c1ccc(Cc2ncc(C(F)(F)F)cc2Cl)s1	0.1%	4.0%	1.7%	1.9%	30.4%	i	0.4	62.5%	-7.8%	23.6%
CCN(CC(=O)NC(C)(C)C)C(=O)c1ccccc1SCC(=O)NC1CCCCCCC1	-3.9%	-2.1%	3.7%	-4.2%	2.2%	i	3.9	-26.2%	-14.6%	-0.2%
CN=C(c1ccc(C)cc1)n1c(=S)nc(-c2ccc(C)cc2)n(C)c1=S	0.4%	4.7%	1.9%	-2.3%	-46.1%	i	0.1	-32.1%	-19.7%	2.9%
CC(C)C[C@H](NC(=O)CCn1nnc2ccccc2c1=O)C(=O)O	6.9%	-4.2%	2.5%	-6.3%	14.1%	i	0.3	-11.7%	10.9%	-2.3%
Cc1ccc(NC(=O)N2N=C(c3ccc(F)cc3)CC2c2ccc(F)cc2)cc1 (stereo not given)	-2.7%	-7.0%	1.3%	2.6%	4.0%	i	0.7	0.4%	-0.7%	-2.3%
COc1ccc(C2CC(=O)C3=C(C2)Nc2ccccc2N(C(=O)C2CC2)C3c2cccnc2)cc1OC (stereo not given)	1.7%	-0.5%	5.1%	-10.5%	4.7%	i	0.8	-9.1%	-11.6%	-1.5%
Cc1ccc2c(c1)C1CCCC3C1N2CC(=O)N3Cc1ccccc1 (stereo not given)	-4.2%	-0.3%	-0.5%	0.3%	20.2%	x	x	31.1%	-9.4%	10.8%
Cn1c(=O)[nH]c(=O)c2c1nc(N1CCN(C(c3ccccc3)c3ccccc3)CC1)n2CCO	-0.6%	-5.4%	-0.3%	9.2%	-116.9%	i	0.3	-1.4%	-31.5%	-0.6%
CCOC(=O)c1sc(CS(=O)(=O)c2ccc(Cl)cc2)nc1C	1.4%	-5.2%	4.0%	-2.4%	-12.7%	i	0.3	-9.0%	-0.7%	-0.3%
CN(Cc1ccco1)C(=O)Cn1cc(S(=O)(=O)N2CCCC2)c(S(=O)(=O)N2CCCC2)c1	-4.0%	-7.2%	2.6%	-7.7%	5.4%	i	0.0	-12.3%	-6.1%	1.6%
C/C(=N/NC(=O)Cc1cccn1C)c1ccccc1	-2.1%	-12.1%	-4.0%	30.9%	12.7%	i	5.1	19.0%	11.0%	-1.2%
COCCNC(=O)C(=O)NCC1OCCN1S(=O)(=O)c1ccc(F)cc1 (stereo not given)	-0.8%	-10.6%	-0.7%	-5.7%	5.8%	i	0.8	-27.7%	26.6%	0.8%
Cc1ccc2cc(C)c3nnc(SCC(=O)N4CCN(C(=O)c5ccco5)CC4)n3c2c1	-1.6%	-6.0%	-0.7%	-2.8%	13.0%	i	1.6	-26.9%	-19.0%	-1.0%
Nc1ccc(N2CCCCC2)c(S(=O)(=O)Nc2ccc(Cl)cc2)c1	-6.5%	0.9%	-0.7%	1.9%	7.2%	i	0.1	6.2%	35.2%	-1.8%
CCc1ccc(OCC(=O)NC(=S)Nc2ccc(Br)c(C)n2)cc1	3.8%	-4.6%	-0.8%	4.3%	8.8%	i	0.2	-30.7%	-31.3%	-1.3%
CC(C)(C)c1ccc(S(=O)(=O)N2CCC(N3CCCCC3)CC2)cc1	5.7%	-5.6%	7.2%	0.2%	8.7%	i	7.1	-14.8%	-26.0%	2.1%
Next part:
SMILES	Siah-1 displacement	LYP phosphatase	KOR beta-arrestin-1	Salmonella PhoP GFP	HEK293 NOD2/NF-kB	Myeloid diff MLP	Myeloid diff MLP GFP+ MAC1+ %	NOD1 NF-kB reporter	KOR beta-arrestin-2	HIV peptide binding
COCCn1c(SCC(=O)Nc2ccccc2F)nc2c(c1=O)SCC2	-5.3%	-9.2%	17.0%	-11.3%	14.0%	i	0.8	41.0%	0.5%	-1.3%
O=S(=O)(c1ccc(-n2cnnn2)cc1)N(C1CCCCC1)C1CCCCC1	5.5%	-0.6%	-2.4%	-9.4%	-20.6%	i	1.4	12.2%	27.3%	-3.0%
COC(=O)c1[nH]c2cc(OC)ccc2c1NC(=O)c1ccc2c(c1)OCO2	1.3%	-2.3%	8.6%	-2.0%	39.9%	i	1.5	34.4%	-11.8%	0.5%
CC(=O)Nc1ccc(S(=O)(=O)Nc2ccc3ccccc3n2)cc1	2.7%	2.3%	-1.9%	-4.0%	10.8%	x	x	-22.0%	9.7%	-0.4%
CCN(C(=O)CSc1nncn1-c1ccccc1)c1c(N)n(Cc2ccccc2)c(=O)[nH]c1=O	-5.4%	-0.1%	-1.1%	-11.2%	6.9%	i	0.5	-17.4%	-10.2%	1.0%
CN1CCN(NC(=O)/C=C/c2cccc(Cl)c2)CC1	8.5%	-4.2%	-1.1%	2.5%	-4.1%	i	0.3	-16.8%	32.5%	2.0%
O=C(CSc1cccc[n+]1[O-])c1cc(Cl)ccc1Cl	2.5%	-6.0%	-5.1%	-0.1%	4.4%	u	x	-19.8%	33.0%	0.0%
O=C(c1ccco1)N1CCN(C(=O)C2CC(c3ccccc3F)=NO2)CC1 (stereo not given)	0.8%	-5.2%	0.3%	8.8%	1.1%	i	0.0	-14.9%	-22.0%	-2.2%
Cc1cc2c3c(c1)C1(C(=O)N3C(C)(C)CC2C)C(C#N)=C(N)Oc2n[nH]c(C)c21 (stereo not given)	1.0%	-7.2%	2.6%	23.5%	-1.9%	i	1.3	x	-40.2%	2.0%
Cc1cc(/C=N/NC(=O)c2nn(C)cc2Cl)c(C)n1-c1cccc(Br)c1	8.5%	-1.1%	0.5%	6.3%	8.1%	i	0.8	-0.9%	6.6%	1.0%
CC(C)/C=C1\CCc2c([nH]c3ccccc23)C1=O	6.5%	2.3%	-3.0%	-6.7%	13.9%	i	0.2	-19.2%	-17.0%	-2.1%
CN1CC(=O)N2C(c3ccc(Cl)cc3)c3[nH]c4ccccc4c3C[C@H]2C1=O (stereo not given in full)	0.7%	-3.3%	-3.9%	-1.4%	-6.0%	u	x	3.4%	-30.7%	-1.3%
O=C(CCN1C(=O)/C(=C\c2cccs2)SC1=S)Nc1nccs1	7.1%	-0.3%	0.8%	-6.4%	7.3%	i	1.3	-28.1%	9.1%	5.1%
CN(C)/C=N/c1c(C#N)cnn1-c1ccc(C(F)(F)F)cn1	-3.6%	-3.8%	-2.3%	1.2%	10.1%	i	1.2	-3.3%	4.2%	-1.9%
NS(=O)(=O)c1ccc(CCNCC(=O)N2CCC(Cc3ccccc3)CC2)cc1	-6.2%	-14.8%	-8.7%	-5.9%	-26.4%	i	0.4	24.9%	-4.1%	-1.3%
O=C(O)c1ccccc1C(=O)N1CCc2c([nH]c3ccccc23)C1C(F)(F)F (stereo not given)	2.4%	-5.3%	1.7%	0.0%	16.9%	i	0.6	-9.2%	1.1%	1.0%
COc1cc(C(=O)Nc2ccc(NC(=O)c3ccccc3)nc2)cc(OC)c1OC	-0.3%	2.8%	2.3%	-9.3%	1.0%	i	0.4	-29.7%	-17.7%	2.1%
Cn1c(=O)[nH]c(=O)c2c1nc(N1CCN(Cc3ccccc3)CC1)n2CCSc1ncccn1	5.6%	-1.8%	-1.5%	-0.7%	-0.3%	+	10.8*	-16.8%	-13.7%	-2.1%
Cc1ccc(C(C(=O)NC2CCCC2)N(C(=O)CNC(=O)c2cccs2)c2cccnc2)o1 (stereo not given)	3.7%	1.2%	3.2%	4.7%	6.9%	i	1.0	-7.6%	17.4%	2.3%
CN(C)C(=O)COC(=O)c1ccccc1Sc1ccccc1C#N	-1.7%	-0.8%	-3.6%	-0.5%	9.0%	i	0.6	-29.1%	-9.2%	1.6%
COc1ccc(N=C2SC(CC(=O)Nc3cccc(Cl)c3)C(=O)N2Cc2ccco2)cc1 (stereo not given)	19.8%	11.2%	17.3%	1.2%	-13.3%	i	0.3	-13.4%	-35.0%	46.5%
CCOc1ccc(/C=C/C(O)=C2/C(=O)NC3(C)CC2c2ccccc2O3)cc1OC (stereo not given)	15.2%	12.6%	4.8%	-5.3%	-30.5%	i	1.6	46.7%	-19.0%	1.9%
O=C(COC(=O)c1ccco1)NC1CCCC1	12.5%	-9.7%	1.1%	-0.5%	-23.7%	i	0.2	-23.8%	-38.7%	1.9%
COc1ccc(CCNC2=NCCS2)cc1OC	-3.0%	-13.9%	7.9%	-8.2%	-21.3%	i	0.6	5.4%	21.2%	-0.6%
CCCC(C(=O)NC1=NCCS1)c1ccccc1 (stereo not given)	8.3%	-1.6%	3.1%	-1.7%	10.7%	i	0.4	-23.5%	-14.8%	-1.0%
CCOc1ccc(NC(=O)c2sc3nc4n(c(=O)c3c2C)CCC4)cc1	0.4%	-8.4%	1.6%	-1.4%	10.5%	i	1.4	-13.2%	-20.3%	-0.9%

Profiles as entered above. Screens in order: Siah-1 displacement | LYP phosphatase | KOR beta-arrestin-1 | Salmonella PhoP GFP | HEK293 NOD2/NF-kB | Myeloid diff MLP | Myeloid diff MLP GFP+ MAC1+ % | NOD1 NF-kB reporter | KOR beta-arrestin-2 | HIV peptide binding
O=C(CCN1C(=O)/C(=C\c2cccs2)SC1=S)Nc1nccs1 as listed: 7.1% | -0.3% | 0.8% | -6.4% | 7.3% | i | 1.3 | -28.1% | 9.1% | 5.1%
CN1CC(=O)N2C(c3ccc(Cl)cc3)c3[nH]c4ccccc4c3C[C@H]2C1=O (stereo not given in full) as listed: 0.7% | -3.3% | -3.9% | -1.4% | -6.0% | u | x | 3.4% | -30.7% | -1.3%
